TRAIL sens C8 – viability loss with TRAIL in NB7+C8 cells, primary screen, TRAIL sensitizer project, cell-based, ATPlite luminescence | AID 624354, 2012 | hit rate 1% among 360,000 | inhibition (viability loss, TRAIL sensitization), % at 10 µM;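 active = compounds causing at least 50% loss of cell viability in the single-dose screen, relative to plate controls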
KKLEB cytotox – cytotoxicity in KKLEB CF airway cells, primary screen, cytotoxicity control for CF NF-kB inhibitor project, cell-based, uHTS, fluorescence assay plates. KKLEB CF airway cells viability, ATPlite luminescence, overnight; stronger effect = lower value; cells stimulated with P. aeruginosa culture filtrate. activity change (cytotoxicity), % at 5 µM. hit rate 0.36% among 360,000;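 active = corrected activity change at or below -50% at 5 µM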
CF NFkB block – inhibitors of PAF-induced NF-kB signaling, primary screen, cell-based, GFP fluorescence, uHTS; KKLEB NF-kB-GFP reporter, GFP fluorescence overnight; inhibition, % at 5 µM; hit rate 0.86% among 360,000; AID 588850, 2011;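 active = at least 50% inhibition at 5 µM, scaled per plate between neutral and stimulator controls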;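 note: PAF is a Pseudomonas aeruginosa culture filtrate used as stimulus; plate controls were PAF-stimulated DMSO wells for no effect and unstimulated DMSO wells for full effect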
Shn3 inh set2 – reduction of Shn3 3'UTR firefly luciferase signal, primary screen, Schnurri-3 inhibitor project, cell-based, Clone20 osteoblasts, set 2. hit rate 0.52% among 360,000. inhibition, % at 12.5 µM. Clone20 osteoblast Shn3 3'UTR firefly luciferase, 24 h;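 active = mean inhibition of at least 75% with every replicate also reaching 75%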;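 note: 0% = median of neutral control wells and 100% = pilot-screen positive control compound; some compounds past the cut are filed as inactive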
TWEAK Fn14 block – inhibitors of TWEAK-Fn14 signaling, primary screen, luciferase reporter cells, uHTS | TWEAK-stimulated Fn14 reporter cells, luciferase luminescence, 8 h | inhibition, % at 10 µM | hit rate 2% among 360,000; in the data active = inhibition above about 50%
TROY signal inh – inhibitors of TROY-driven NF-kB signaling, primary screen, Q293 LMP1-TROYcd cells, NF-kB luciferase, uHTS; Q293 LMP1-TROYcd NF-kB luciferase reporter, 4 h; inhibition, % at 10 µM; hit rate 0.98% among 360,000; AID 1347056, 2019;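 active = compounds whose plate-normalised and pattern-corrected inhibition of the luciferase reporter signal at the single screening dose is 50% or more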
NR2E3 ag-1 – NR2E3 agonists in two-hybrid cells, primary screen, cell-based, luminescence, CHO-S, Gal4-NCOR/VP16-NR2E3; Photoreceptor-specific nuclear receptor (Homo sapiens), Q9Y5X4; luciferase; inhibition of corepressor binding, % at 3.98 µM; hit rate 0.35% among 360,000; AID 602229, 2012;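 active = inhibition above the mean of all tested compounds plus 3 SD, cut at about 70% in these data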;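 note: 0% = DMSO with NR2E3 transfected cells and 100% = cells lacking NR2E3 construct; higher means lower luciferase signal from less NR2E3 corepressor binding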
Target sequence (Q9Y5X4 whole entry, looked up, the tested form may be a part): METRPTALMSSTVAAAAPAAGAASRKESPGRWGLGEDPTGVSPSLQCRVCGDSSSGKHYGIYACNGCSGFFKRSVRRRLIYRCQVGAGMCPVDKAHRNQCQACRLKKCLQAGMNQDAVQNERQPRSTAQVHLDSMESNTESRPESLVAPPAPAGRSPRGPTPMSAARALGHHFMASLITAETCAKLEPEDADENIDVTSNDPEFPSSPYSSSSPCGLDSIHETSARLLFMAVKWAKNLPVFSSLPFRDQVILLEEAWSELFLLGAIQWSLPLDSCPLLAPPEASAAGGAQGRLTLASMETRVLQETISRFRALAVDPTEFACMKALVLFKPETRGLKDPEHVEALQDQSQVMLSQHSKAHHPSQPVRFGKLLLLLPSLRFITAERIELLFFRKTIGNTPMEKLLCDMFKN
NR2E3 ag-2 – inhibitors of NR2E3-RetCOR corepressor binding, primary screen, NR2E3 agonist project, biochemical, TR-FRET, GST-NR2E3, biotin-RetCOR; 1536-well; inhibition of corepressor binding, % at 4.78 µM; hit rate 0.12% among 320,000; AID 2300, 2010;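 active = percent inhibition above the cutoff of mean plus 3 SD of all tested compounds, set per screening campaign, cut at about 20% in these data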;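 note: 0% = DMSO wells and 100% = biotin wells as full block of FRET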
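System: GST-NR2E3 and biotin-RetCOR proteins; probe or stimulus: 7 nM biotin-RetCOR; doses: compound at 4.8 µM, single dose; schedule: Compound–protein incubation for 5 h at 4 °C; detection: time-resolved FRET; read-out: percent inhibition; controls: biotin wells as high control, 0.6% DMSO wells as low control; format: 1536-well plates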
HIF-2a block – HIF-2a reporter inhibitors, primary screen, luminescence, 786-0 RCC cells | 786-0 RCC cells HIF-2a reporter, luciferase luminescence, overnight | inhibition, % at 18.8 µM | hit rate 0.72% among 360,000 | AID 624352, 2012;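 active = inhibition of the luminescence signal of 40% or more relative to plate controls, in a single-dose primary screen at 18.75 µM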
Peg3 prom inh – Peg3 promoter-driven luciferase inhibitors, primary screen, cell-based, HeLa, luciferase luminescence; HeLa PEG-Prom luciferase reporter, overnight; inhibition, % at 20 µM; hit rate 1.7% among 360,000; AID 588405, 2011;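 active = inhibition of at least 50% at 20 µM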
TRPM1 prom inh – inhibitors of MITF-dependent TRPM1 promoter reporter, primary screen, cell-based, SK-MEL-5, single point, luciferase | SK-MEL-5 TRPM1 promoter luciferase, 24 h | inhibition, % at 12.5 µM | hit rate 0.83% among 330,000;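 active = mean inhibition across replicates of 60% or more, whatever share of single replicates reaches that level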; note: values of inactives mirror those of a sister screen read the other way
* hit, by the source's call; . = not tested or not shown.

SMILES	TRAIL sens C8	KKLEB cytotox	CF NFkB block	Shn3 inh set2	TWEAK Fn14 block	TROY signal inh	NR2E3 ag-1	NR2E3 ag-2	HIF-2a block	Peg3 prom inh	TRPM1 prom inh
Cc1cccn2c(=O)c(C=O)c(N3CCCCCC3)nc12	0.2	3.0	6.4	16.2	2.8	-32.1	-38.8	-2.0	13.6	-1.5	-9.4
OCC1(CCOc2ccccc2)CCN(Cc2ccc3c(c2)OCCO3)CC1	-6.0	2.4	-10.4	12.7	-23.5	12.7	-9.2	2.8	-0.6	0.8	2.0
Nc1cc(Cl)cc2c1-c1ccc(Cl)cc1C2	4.8	-0.1	-37.0	-19.1	-24.8	-15.3	-39.9	.	-27.2	-125.7	-18.9
CN(C)c1ccc(N=C/C=C2\N(C)c3ccccc3C2(C)C)cc1	-0.6	2.2	6.4	19.4	51.5*	11.8	-42.9	-6.5	-117.0	-145.0	-4.3
CCOc1cc(C(=O)OCC(=O)Nc2cc(C)on2)ccc1OCC(C)C	9.5	10.6	-41.2	-27.8	-12.0	11.6	-8.6	2.0	8.7	-100.1	-7.9
COc1ccccc1N1CCN(C(=O)Nc2cccc(C)c2)CC1	-3.1	4.8	-0.2	-0.5	-15.4	-21.6	-5.3	-1.1	-91.8	-64.2	-44.4
CCCC(=O)C1=C(O)C(C(=O)OC)C(C)(C)CC1=Nc1ccccc1 (stereo not drawn)	-1.2	-2.3	4.8	6.9	-1.9	-3.2	-5.8	3.6	19.9	11.1	-6.1
Cc1cc(C)n(CC(C)Nc2nc3nonc3nc2N2CCCCC2)n1 (stereo not drawn)	-1.7	-13.3	4.9	-4.9	19.8	2.3	-1.7	4.4	15.7	5.0	-7.8
CNC(=S)N(Cc1ccc2c(c1)OCO2)C1CC(=O)N(c2ccccc2)C1=O (stereo not drawn)	-7.6	-6.5	16.6	-0.8	7.0	19.8	8.9	-6.8	22.8	11.9	-11.2
CSc1ccccc1NC(=O)CN(C)C(=O)c1c(C)nn(Cc2ccccc2)c1C	-0.4	-17.9	-1.3	-11.5	1.9	-2.4	-4.8	1.3	-6.9	0.1	-8.4
O=C(NCCOC(=O)C1COc2ccccc2O1)c1cccnc1 (stereo not drawn)	17.2	9.5	2.9	-18.1	-10.8	7.7	-33.7	1.7	3.9	5.6	3.9
C#CCOc1coc(COC(=O)c2ccccc2)cc1=O	12.4	-1.3	-5.1	-28.5	-9.4	-15.8	-21.7	-1.3	19.9	-21.9	-3.4
CC(C)CNC(=O)c1ccc(NC(=O)c2ccccc2[N+](=O)[O-])cc1	3.9	5.6	8.1	-13.9	-24.4	-4.4	15.4	-2.3	14.5	1.1	-15.8
COc1ccc(OC)c(CNc2nc3ccccc3n2CCN2CCCCC2)c1	2.7	0.7	11.0	38.0	-30.4	3.5	-5.9	1.5	14.1	9.0	-3.8
COc1cccc(C(=O)NCCS(=O)(=O)NCC2CCCO2)c1 (stereo not drawn)	-9.6	-4.8	14.7	4.9	2.9	17.2	-0.9	1.7	2.1	-0.3	-5.4
CCOC(=O)COc1cc(=O)n(CC)c2ccccc12	4.1	6.5	0.2	-11.3	-6.4	-55.3	-17.5	-0.7	18.1	11.8	-1.8
FC(F)(F)c1cccc(N2CCN(c3nnnn3-c3ccccc3)CC2)c1	-3.7	-4.2	-3.2	15.4	0.2	12.7	-4.9	3.3	19.8	23.3	-1.9
O=C(CNC1C(=O)Nc2ccccc21)Sc1ccccc1 (stereo not drawn)	-6.8	-0.4	16.1	-9.3	-0.1	-9.8	-19.5	0.2	3.0	6.2	-1.8
Cc1[nH]c2ccc(C(=O)NCCCN(C)C3CCCCC3)cc2c1C	-9.8	26.9	-7.5	11.4	8.5	-1.7	-1.0	-1.9	4.3	-43.3	-2.7
Cc1ccc2c(c1)C(c1ccncc1)=NNC(c1ccc(F)cc1)=N2	-6.3	-12.8	27.1	25.7	-19.9	2.4	1.9	2.1	-67.3	-14.8	-15.1
COc1ccccc1OCCCCCc1c(C)n[nH]c1C	-10.3	-1.0	23.0	22.8	16.9	2.8	30.1	8.9	-2.0	-0.7	8.5
CCOCCCNC(=O)C(c1ccc(OC)cc1)N(Cc1ccc2c(c1)OCO2)C(=O)c1ccccn1 (stereo not drawn)	7.2	18.4	-2.6	20.2	-4.9	13.2	-8.0	-0.1	16.6	22.9	-7.0
O=C(NCCCN1CCCC1=O)c1cc(S(=O)(=O)N2CCN(c3ccccc3)CC2)ccc1Cl	6.0	1.9	9.0	-7.1	1.4	-3.0	-3.5	.	5.5	-3.8	20.4
Cc1cc(C(=O)OCC(=O)Nc2nc(-c3ccccc3)cs2)c(C)o1	10.2	21.8	-28.7	6.2	9.5	-13.1	-1.6	5.9	-50.7	-16.6	-73.3
O=C1CC(=O)Nc2cc(S(=O)(=O)N3CCOc4ccccc43)ccc2N1	5.7	-7.0	-1.0	1.7	12.2	15.5	-0.5	4.9	12.1	-10.0	.
O=C1NC[C@@H](CCCCN2C[C@H](Cc3ccc(O)cc3)N(CC3CCCCC3)C(=O)C2=O)N(CC2CCCCC2)C1=O	-6.9	.	.	.	8.0	-22.7	-4.3	.	-4.0	.	.
COc1ccc(N2CCN(CC(O)COc3ccc([N+](=O)[O-])cc3)CC2)cc1 (stereo not drawn)	2.6	-2.4	-8.1	7.9	-6.3	27.3	3.7	-2.0	22.0	14.4	0.3
CCOc1cc(/C=N/Nc2nnc(C)n2N)ccc1O	-2.6	7.0	1.2	0.9	-4.8	7.6	-13.7	-1.0	10.8	-11.9	-1.7
CC1CN(C(=O)COC(=O)c2nn(-c3ccccc3)c(=O)c3ccccc23)CC(C)O1 (stereo not drawn)	4.3	3.5	-0.6	3.6	5.0	-8.0	7.8	1.1	12.0	-4.8	9.7
CN1C(=O)C(O)(CC(=O)c2cccc(-n3cccc3)c2)c2ccccc21 (stereo not drawn)	-12.9	22.0	-25.1	3.1	-7.6	2.7	-7.2	1.7	-15.0	4.1	0.9

Structural class, the compounds so far with a halogen (four)
SMILES	TRAIL sens C8	KKLEB cytotox	CF NFkB block	Shn3 inh set2	TWEAK Fn14 block	TROY signal inh	NR2E3 ag-1	NR2E3 ag-2	HIF-2a block	Peg3 prom inh	TRPM1 prom inh
Nc1cc(Cl)cc2c1-c1ccc(Cl)cc1C2	4.8	-0.1	-37.0	-19.1	-24.8	-15.3	-39.9	.	-27.2	-125.7	-18.9
FC(F)(F)c1cccc(N2CCN(c3nnnn3-c3ccccc3)CC2)c1	-3.7	-4.2	-3.2	15.4	0.2	12.7	-4.9	3.3	19.8	23.3	-1.9
Cc1ccc2c(c1)C(c1ccncc1)=NNC(c1ccc(F)cc1)=N2	-6.3	-12.8	27.1	25.7	-19.9	2.4	1.9	2.1	-67.3	-14.8	-15.1
O=C(NCCCN1CCCC1=O)c1cc(S(=O)(=O)N2CCN(c3ccccc3)CC2)ccc1Cl	6.0	1.9	9.0	-7.1	1.4	-3.0	-3.5	.	5.5	-3.8	20.4

By substructure: those above with a Cl atom (2)
SMILES	TRAIL sens C8	KKLEB cytotox	CF NFkB block	Shn3 inh set2	TWEAK Fn14 block	TROY signal inh	NR2E3 ag-1	NR2E3 ag-2	HIF-2a block	Peg3 prom inh	TRPM1 prom inh
Nc1cc(Cl)cc2c1-c1ccc(Cl)cc1C2	4.8	-0.1	-37.0	-19.1	-24.8	-15.3	-39.9	.	-27.2	-125.7	-18.9
O=C(NCCCN1CCCC1=O)c1cc(S(=O)(=O)N2CCN(c3ccccc3)CC2)ccc1Cl	6.0	1.9	9.0	-7.1	1.4	-3.0	-3.5	.	5.5	-3.8	20.4

More structures.
SMILES	TRAIL sens C8	KKLEB cytotox	CF NFkB block	Shn3 inh set2	TWEAK Fn14 block	TROY signal inh	NR2E3 ag-1	NR2E3 ag-2	HIF-2a block	Peg3 prom inh	TRPM1 prom inh
CN(C)C(CNC(=S)Nc1ccccc1Cl)c1cccnc1 (stereo not drawn)	-4.2	14.9	3.8	5.8	11.7	-24.4	2.6	-0.3	13.3	10.0	5.7
CCOC(=O)C1CCCC12Nc1cccc3cccc(c13)N2 (stereo not drawn)	-3.1	-0.8	9.8	12.9	23.6	1.3	-21.5	.	10.8	-1.0	14.9
O=C(CSc1ncnc2nc[nH]c12)c1ccccc1	24.4	-2.9	11.9	-24.7	8.1	-29.3	-49.8	0.8	-155.7	-146.4	-45.3
COc1ccc(C(=O)N2CC=C(c3ccccc3)CC2)cc1S(=O)(=O)N1CCOCC1	3.4	12.5	-7.3	-4.0	22.4	7.5	0.2	-2.6	-7.1	12.5	-0.4
COc1ccccc1CN(C)C(=O)c1cc2ccccc2o1	5.7	3.6	2.1	-7.1	10.1	-17.9	-30.5	2.8	-43.1	-31.5	-19.4
COc1ccc(-c2sc3ccc(N4CCOCC4)cc3c2C#CC2(O)CCCCC2)cc1	-0.5	-15.6	37.2	-2.9	3.3	-10.8	7.8	.	-25.7	21.9	-20.0
COc1ccccc1NC(=S)NCCN1CCOCC1	-4.1	16.9	-11.5	0.3	-1.4	8.8	-13.0	-0.4	12.6	15.5	-12.7
CCCN1CCN(S(=O)(=O)c2ccc(OC)c(Br)c2)CC1	-7.4	-2.6	-3.1	-10.1	1.3	-9.0	24.9	-2.3	9.0	16.3	12.9
CC(=O)c1cccc(NC(=O)CCCSc2ccccc2)c1	13.2	-0.6	1.8	-0.6	-6.0	-14.2	-14.2	-1.1	-77.4	-74.2	-4.7
O=C(Nc1c(-c2ccccc2)nc2ccccn12)c1ccco1	-2.2	-28.4	-5.9	-10.2	9.2	7.6	-17.9	0.6	-12.0	-1.9	-2.2
CN(C(=O)c1ccccc1C(=O)OCC(=O)Nc1ccc(OC(F)F)cc1)c1ccccc1	0.0	13.9	-23.6	6.7	0.6	-23.7	3.9	2.0	-6.0	0.5	-3.9

Compound activity as filed in PubChem BioAssay.

Some of the compounds tested; rates above refer to the full screens.
